High-throughput results (PubChem BioAssay)
Dicer processing: inhibitors of Dicer pre-microRNA processing, primary screen, biochemical, cat-ELCCA, chemiluminescence; actives 6% (n = 47,000); Endoribonuclease Dicer (Homo sapiens), Q9UPY3; z-score at 25 µM; cat-ELCCA pre-miR-21 Dicer processing; hits give high values; AID 1347074, 2019; in the data active means z-score above about 3, passing the limit was not always enough;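 further: plate controls were vehicle for no effect and no enzyme for full effect; higher signal means more uncleaved substrate so more Dicer inhibition; strong numbers were not always called active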
An asterisk follows results filed as active; & = joins results of further samples; ! = not active in a repeat. This is a subset, so the mix of outcomes need not match the whole.

SMILES	Dicer processing
CC(=O)CCCCn1c(=O)c2c(ncn2C)n(C)c1=O	0.64
O=C(O)c1cccnc1Nc1cccc(C(F)(F)F)c1	0.33
NC1CCN(c2nc3c(cc2F)c(=O)c(C(=O)O)cn3-c2ccc(F)cc2F)C1 (centres undefined)	0.16
CCn1cc(C(=O)O)c(=O)c2cnc(N3CCNCC3)nc21	0.3
C/C=C/C1=C(C(=O)O)N2C(=O)[C@@H](NC(=O)[C@H](N)c3ccc(O)cc3)[C@H]2SC1	-0.33
CCN(CC)CCNC(C(=O)OCCC(C)C)c1ccccc1 (centres undefined)	-0.03
Cc1nc2c(-c3ccccc3)c(C)[nH]n2c(=O)c1Cc1ccc(Br)cc1	1.1
CC12CCC3c4ccc(O)cc4C=CC3C1CCC2=O (centres undefined)	2.4
Cc1ccc(=O)n(-c2ccccc2)c1	-0.28
CCc1ccc(CCOc2ccc(CC3SC(=O)NC3=O)cc2)nc1 (centres undefined)	-0.96
CCOC(=O)C(Cc1c(C)[nH]c2ccccc12)C(=O)OCC	1.9
CC12CC3CC(C)(C1)CC(N)(C3)C2	1.4

As entered above.
CC(=O)CCCCn1c(=O)c2c(ncn2C)n(C)c1=O in Dicer processing has 0.64
CCN(CC)CCNC(C(=O)OCCC(C)C)c1ccccc1 (centres undefined) in Dicer processing has -0.03
Cc1nc2c(-c3ccccc3)c(C)[nH]n2c(=O)c1Cc1ccc(Br)cc1 in Dicer processing has 1.1

Reformatted: two of the compounds above
Compound,Dicer processing
C/C=C/C1=C(C(=O)O)N2C(=O)[C@@H](NC(=O)[C@H](N)c3ccc(O)cc3)[C@H]2SC1,-0.33
CCN(CC)CCNC(C(=O)OCCC(C)C)c1ccccc1 (centres undefined),-0.03

Next part.
SMILES	Dicer processing
Oc1ccc(C2CNCCc3c2cc(O)c(O)c3Cl)cc1 (centres undefined)	-0.37&-0.48
C1COC(NC(C2CC2)C2CC2)=N1	1.5
C[N+]1(C)CCC(=C(c2ccccc2)c2ccccc2)CC1	58
Cc1ccc(N(CC2=NCCN2)c2cccc(O)c2)cc1	0.38&0.47
CNCCCN1c2ccccc2CCc2ccccc21	5.6*!
CN(C)CCCC1(c2ccc(F)cc2)OCc2cc(C#N)ccc21 (centres undefined)	0.64
NC1=NC(c2cccc(F)c2)n2c(nc3ccccc32)N1 (centres undefined)	-1
CC(=O)Nc1ccc(CC(=O)O)cc1	0.27
NOCC(=O)O	0.69
CC(=O)N[C@H](Cc1ccccc1)C(=O)O	-0.03
CCCCNc1ccc(C(=O)OCCOCCOCCOCCOCCOCCOCCOCCOCCOC)cc1	-0.85
c1cnc2cc3c(cc2n1)C1CNCC3C1	5
COc1ccc(-c2cc(=S)ss2)cc1	-0.29
CC1Cc2ccccc2N1NC(=O)c1ccc(Cl)c(S(N)(=O)=O)c1 (centres undefined)	0.26
N[C@@H](Cc1c[nH]c2ccc(O)cc12)C(=O)O	0.14
N#Cc1ccc(C(c2ccc(C#N)cc2)n2cncn2)cc1	-0.11
C=C[C@H]1CN2CCC1C[C@@H]2[C@@H](O)c1ccnc2ccc(OC)cc12 (some centres undefined)	1.2
CC(=O)O[C@]1(C(C)=O)CC[C@H]2[C@@H]3C=C(Cl)C4=CC(=O)C5CC5[C@]4(C)[C@H]3CC[C@@]21C (some centres undefined)	4.8
COc1cc2ncnc(Nc3cccc(Cl)c3)c2cc1OC	0.67
COc1ccc(C2CNC(=O)C2)cc1OC1CCCC1 (centres undefined)	0.28
CCN(CC)CCOC(=O)c1ccc(N)cc1	0.61
CCOC(=O)[C@H](CCc1ccccc1)N[C@@H](C)C(=O)N1Cc2ccccc2C[C@H]1C(=O)O	2.5
C/C=C/C(=O)N(CC)c1ccccc1C	3.6*
O=C(O)CCC(=O)c1ccc(-c2ccccc2)cc1	-0.67
COc1ccc(-c2cc(=O)c3c(O)cc(O[C@@H]4O[C@H](CO[C@@H]5O[C@@H](C)[C@H](O)[C@@H](O)[C@H]5O)[C@@H](O)[C@H](O)[C@H]4O)cc3o2)cc1O	0.16
CCCCNc1ccc(C(=O)OCCN(C)C)cc1	-0.45

A draw from above in order of heavy-atom count, lowest first:
SMILES	Dicer processing
NOCC(=O)O	0.69
CC(=O)Nc1ccc(CC(=O)O)cc1	0.27
C/C=C/C(=O)N(CC)c1ccccc1C	3.6*
c1cnc2cc3c(cc2n1)C1CNCC3C1	5
CCN(CC)CCOC(=O)c1ccc(N)cc1	0.61
O=C(O)CCC(=O)c1ccc(-c2ccccc2)cc1	-0.67
COc1ccc(C2CNC(=O)C2)cc1OC1CCCC1 (centres undefined)	0.28
NC1=NC(c2cccc(F)c2)n2c(nc3ccccc32)N1 (centres undefined)	-1
N#Cc1ccc(C(c2ccc(C#N)cc2)n2cncn2)cc1	-0.11
CC1Cc2ccccc2N1NC(=O)c1ccc(Cl)c(S(N)(=O)=O)c1 (centres undefined)	0.26
CC(=O)O[C@]1(C(C)=O)CC[C@H]2[C@@H]3C=C(Cl)C4=CC(=O)C5CC5[C@]4(C)[C@H]3CC[C@@]21C (some centres undefined)	4.8
CCOC(=O)[C@H](CCc1ccccc1)N[C@@H](C)C(=O)N1Cc2ccccc2C[C@H]1C(=O)O	2.5
CCCCNc1ccc(C(=O)OCCOCCOCCOCCOCCOCCOCCOCCOCCOC)cc1	-0.85
COc1ccc(-c2cc(=O)c3c(O)cc(O[C@@H]4O[C@H](CO[C@@H]5O[C@@H](C)[C@H](O)[C@@H](O)[C@H]5O)[C@@H](O)[C@H](O)[C@H]4O)cc3o2)cc1O	0.16
